# Myeloid diff 2: compounds promoting myeloid differentiation; 1% of 360,000 active; ER-HoxA9 myeloid progenitors, lysozyme-GFP differentiation, flow cytometry; AID 624256; calls only at 10 µM;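 active = normalized GFP-positive differentiation at or above the plate's own cutoff, the solvent-only control mean plus 3 SD; inconclusive = no clear call, values can overlap the other calls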;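 also: cells exposed to compound for four days before flow analysis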
# T cell modulator: modulates CD8 T cell binding to vesicles; 2C CD8+ T cell-vesicle binding, flow cytometry; active compounds read low; 0.068% of 330,000 active; calls only at 7 µM; AID 2052;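 active = response, share of CD8 T cells binding vesicles, and their 90th percentile fluorescence all below set limits, cut at about 80% in these data, passing the limit was not always enough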
#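 Material: 2C TCR transgenic mouse naive CD8+ T cells, MACS-purified. Also added: QL9-charged Drosophila Ld/ICAM-1/B7-1 vesicles. Timing: binding 1.5 h at 37 °C. Measured by: high-throughput flow cytometry with anti-B7-1 and anti-CD8 staining. Read-out: percent CD8+ FL2 mean versus row control. Controls: Unloaded micro-vesicles (low), QL9 vesicles with 0.7% DMSO (high).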
# T cell modulator vesicle-bound %: also measured in T cell modulator; calls as there; double positive events, %; measured here: CD8+ vesicle-bound cell fraction;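 binding gate set so that unloaded-vesicle control wells show 10% double positive cells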
# Myeloid diff 2 GFP+ MAC1+ %: also measured in Myeloid diff 2; calls as there; GFP+ MAC1+ double positive, %; measured here: differentiation confirmed by MAC1 staining
# Starred values were filed as active, the others as inactive; i = inactive; ? = inconclusive; nt = no result given.
canonical_smiles,Myeloid diff 2,Myeloid diff 2 GFP+ MAC1+ %,T cell modulator,T cell modulator vesicle-bound %
CC1(C)O[C@@H]2[C@H](O1)[C@@H](CO)O[C@H]2n1cnc2c(=O)[nH]cnc21,i,1.9,i,32
O=C(COc1ccccc1)OCC(=O)c1ccc(O)cc1O,i,0.2,i,14
COc1cc2ccccc2cc1C(=O)N1CCCCC1,i,0.4,i,25
CC(C)Cn1c(SCC(=O)N2CCOCC2)nc2ccccc2c1=O,i,0.2,i,42
O=C(CNS(=O)(=O)c1cccc(C(F)(F)F)c1)NC1CCCCCC1,i,0.8,i,18
O=[N+]([O-])c1cc(Cl)c(Cl)c(Cl)c1Cl,i,1.7,i,41
CCSc1nnc(NC(=O)CCN2C(=O)C3CCCCC3C2=O)s1 (configuration not stated),i,0.9,i,40
COc1cc(OC)cc(C(=O)N[C@H](C(=O)NC2CCCc3ccccc32)C(C)C)c1 (some centres not stated),i,1.8,i,52
Cc1ccc(S(=O)(=O)N2CCCC2CNC(=O)C(=O)NCCN2CCOCC2)cc1 (configuration not stated),i,1.0,i,38
O=C(CCNC(=O)c1ccc(Cl)cc1)Nc1ccccc1N1CCCCC1,i,0.1,i,48
COc1cc(C(=O)NC2CCN(C)CC2)ccc1Nc1ncc2c(n1)N(C1CCC(O)CC1)CCC(=O)N2C (configuration not stated),i,0.8,i,10
Cn1nc(C(=O)OCC(=O)Nc2cc(Cl)ccc2C#N)c2ccccc2c1=O,i,0.3,i,32

# (listing goes on)
canonical_smiles,Myeloid diff 2,Myeloid diff 2 GFP+ MAC1+ %,T cell modulator,T cell modulator vesicle-bound %
COc1ccc(NS(=O)(=O)c2cc(NC(=O)c3cncc(Br)c3)ccc2OC)cc1,i,0.7,i,53
CC(C)Oc1ccc(S(=O)(=O)N2CCCCC2)cc1NC(=O)C1CCC1,i,0.6,i,46
CC(=O)NC(CC(=O)Nc1ccc(S(=O)(=O)N2CCOCC2)cc1)c1ccccc1 (configuration not stated),i,0.0,i,48
Cc1ccc(S(=O)(=O)NC2CC(=O)N(c3ccc4c(c3)OCCO4)C2)cc1 (configuration not stated),i,0.5,i,58
Cc1ccccc1C(=O)Nc1scc(-c2ccc(Br)cc2)c1C(=O)O,i,0.7,i,35
CCOc1ccc(S(=O)(=O)NCCC(=O)NCC(c2ccc(OC)cc2)N2CCCC2)cc1 (configuration not stated),i,0.5,i,29
COc1ccc(NS(=O)(=O)c2cc(NC(=O)CC(C)(C)C)ccc2N2CCCC2)cc1,i,1.1,i,47
C=CCNC(=O)COc1coc(CN2CCN(C(=O)c3ccco3)CC2)cc1=O,i,0.6,i,48
Cc1ccc2nc(SCC(=O)N3CCC(C)CC3)nc(=O)n2c1,i,0.8,i,4
Cn1nnnc1SCC(=O)c1c(N)n(C2CC2)c(=O)[nH]c1=O,i,0.9,i,40
COc1ccc(Br)c(C(=O)OCC(=O)N2CCc3ccccc32)c1,i,0.7,i,39
Cc1ccc(S(=O)(=O)N2CCN(c3ncnc4ccccc34)CC2)cc1,i,1.4,i,31

# The results go on:
canonical_smiles,Myeloid diff 2,Myeloid diff 2 GFP+ MAC1+ %,T cell modulator,T cell modulator vesicle-bound %
C=C(Br)CN1[C@@H](Cc2ccccc2)[C@H](O)[C@@]23C=C[C@@H](C[C@@H]2S1(=O)=O)O3,i,2.5,i,48
CC(OC(=O)c1cc2ccccc2[nH]1)C(=O)N(C)c1ccccc1 (configuration not stated),i,1.2,i,46
COc1ccc(NC(=O)CSCC(=O)Nc2ccccc2N2CCCC2)cc1,i,0.7,i,53
Nc1c(C(=O)CSc2nccn2-c2ccc(Cl)cc2)c(=O)[nH]c(=O)n1C1CC1,i,0.3,i,35
CN(C)S(=O)(=O)c1cccc(NC(=O)C2CCN(S(=O)(=O)c3cccs3)CC2)c1,i,0.8,i,23
O=C(NNC(=O)C1CCC1)c1ccc(Br)cc1,i,0.7,i,18
COc1ccc(CNC(=O)COC(=O)c2cc(C)nc3ccccc23)cc1,i,0.7,i,34
OC1CCCCC1,i,2.0,i,30
O=S(=O)(Nc1ccc(-c2ccc3nncn3n2)cc1)c1cc(F)ccc1F,i,0.9,i,34
Nn1c(SCC(=O)N2CCOCC2)nnc1-c1cccnc1,i,0.3,i,16
C=CCN(c1ccccc1)S(=O)(=O)c1cccc(C(=O)NCC(c2cccs2)N2CCOCC2)c1 (configuration not stated),i,0.6,i,8
CS(=O)(=O)c1ccc(Cl)c(NC(=O)COC(=O)CCc2c[nH]c3ccccc23)c1,i,0.3,i,15

# Some of these compounds in order of length of the SMILES, descending:
canonical_smiles,Myeloid diff 2,Myeloid diff 2 GFP+ MAC1+ %,T cell modulator,T cell modulator vesicle-bound %
C=C(Br)CN1[C@@H](Cc2ccccc2)[C@H](O)[C@@]23C=C[C@@H](C[C@@H]2S1(=O)=O)O3,i,2.5,i,48
COc1ccc(CNC(=O)COC(=O)c2cc(C)nc3ccccc23)cc1,i,0.7,i,34
COc1ccc(NC(=O)CSCC(=O)Nc2ccccc2N2CCCC2)cc1,i,0.7,i,53

# Next section
canonical_smiles,Myeloid diff 2,Myeloid diff 2 GFP+ MAC1+ %,T cell modulator,T cell modulator vesicle-bound %
CCCNC(=O)C(Cc1cccc(C#N)c1)NC(=O)c1ccc(C#N)cc1 (configuration not stated),i,2.7,i,32
COc1cc(OC)cc(-c2c(-c3ccc(F)cc3)c3cc(-c4cnc(OC)nc4)ccc3n2C)c1,i,0.4,i,42
CC(C)(C)OC(=O)C[C@@H]1C/C=C\C[C@H](CC(=O)N(CCO)Cc2ccccc2)C(=O)N[C@@H](c2ccccc2)COC1=O,i,4.3,i,49
COCCN(C(=O)CSc1nn(-c2ccc(F)cc2)c(=S)s1)c1c(N)n(CC(C)C)c(=O)[nH]c1=O,i,0.5,i,42
Cc1ccc(S(=O)(=O)N2CCN(C(=O)COC(=O)c3ccc(O)cc3)CC2)c(C)c1,i,0.6,i,59
Cc1ccc(CONC(=O)c2ccc(C)cc2)cc1,i,0.8,i,39
CCCCCC(=O)N1CCN(S(=O)(=O)c2ccc3c(c2)OCCO3)CC1,i,0.7,i,56
Cc1cccc(N2CCN(C(=O)c3ccc(S(=O)(=O)N(C)c4ccccc4)cc3)CC2)c1C,?,nt,i,28
Cc1cccc(C(C)C)c1NC(=O)C(C)OC(=O)Cc1n[nH]c(=O)c2ccccc12 (configuration not stated),i,0.1,i,55
CCCCn1c(N)c(N(CCOC)C(=O)c2ccc(Cl)c(S(=O)(=O)N3CCCCC3)c2)c(=O)[nH]c1=O,i,0.6,i,55
Cc1cnc(C(=O)OC(C)C(=O)Nc2ccc(Oc3ccccc3)cc2)cn1 (configuration not stated),i,0.6,i,37
CC1CC(C)(C)CC2(C1)NC(=O)N(CC(=O)Nc1nccs1)C2=O (configuration not stated),i,1.4,i,30

# Continued.
canonical_smiles,Myeloid diff 2,Myeloid diff 2 GFP+ MAC1+ %,T cell modulator,T cell modulator vesicle-bound %
O=C(O)CC(CN1C(=O)c2ccccc2C1=O)c1ccccc1 (configuration not stated),i,1.3,i,34
COc1ccc([C@@H]2CC=C(C(=O)O)[C@H](c3ccc(Cl)cc3)N2S(=O)(=O)c2ccccc2C)cc1,i,1.6,i,43
Cc1ccc(S(=O)(=O)NCCN2CCN(S(=O)(=O)c3ccccc3Cl)CC2)cc1,i,0.9,i,41
COc1ccc2cc(C3=CCCCC3)ncc2c1,i,1.2,i,24
CC(C)c1ccc(S(=O)(=O)N2CCN(C(=O)CCNC(=O)Nc3ccccc3)CC2)cc1,i,1.2,i,42
CN1CCN(c2ccc(S(=O)(=O)N3CCOCC3)cc2NC(=O)CSCc2ccccc2)CC1,i,0.6,i,35
COc1ccc(C(=O)Oc2ccc(/C=N/NC(=O)c3cccnc3)cc2OC)cc1,i,0.1,i,39
C[C@H](NC(=O)c1[nH]cnc1C(=O)Nc1nccs1)c1ccccc1,i,2.0,i,42
COc1cccc(C(=O)Nc2ccccc2N2CCN(C(=O)c3ccccc3)CC2)c1,i,1.0,i,28
COc1ccc([C@@H]2CC=C(C(=O)O)[C@H](c3cccc(Cl)c3)N2S(=O)(=O)c2ccc(Cl)cc2)cc1,i,1.4,i,32
C=CCN1C(=O)c2ccc(C(=O)Nc3ccccn3)cc2C1=O,i,0.4,i,38
Cc1nc2ccc(NC(=O)c3cccc(S(=O)(=O)N4CCOCC4)c3)cc2s1,i,0.7,i,18

# Continuation.
canonical_smiles,Myeloid diff 2,Myeloid diff 2 GFP+ MAC1+ %,T cell modulator,T cell modulator vesicle-bound %
Cc1ccc2sc(N3CCN(C(=O)C4=COCCO4)CC3)nc2c1C,i,1.0,i,30
CC1(NC(=O)Cc2c(F)cccc2Cl)CCS(=O)(=O)C1 (configuration not stated),i,0.5,i,42
Cc1nn(-c2ccccc2)c(N2CCCC2)c1/C=N/NC(=S)Nc1ccc(F)cc1,i,0.6,i,40
CCOc1ccc(C(=O)N(CC(=O)Nc2cccc(C)c2C)CC2CCCO2)cc1OC (configuration not stated),i,0.0,i,11
Cc1cc(SCC(=O)N(C)C2CCCCC2)nc2ccccc12,i,0.3,i,43
COc1cccc(CC(=O)Nc2cc(S(=O)(=O)N3CCCCC3)ccc2C)c1,i,1.6,i,20
CSc1ncccc1C(=O)NCC(c1cccs1)N1CCOCC1 (configuration not stated),i,0.5,i,59
O=S(=O)(NCCCCCCNS(=O)(=O)c1c(F)cccc1F)c1ccc2c(c1)OCCO2,i,1.8,i,45
O=C(NC(=S)N1CCN(c2ccc(O)cc2)CC1)c1ccco1,i,1.0,i,41
C[C@H](CO)N1C[C@H](C)[C@@H](CN(C)C(=O)NC2CCCCC2)Oc2ccc(NS(=O)(=O)c3ccccc3)cc2C1=O,i,0.4,i,10
Cc1nnc(-c2ccc(N3CCOCC3)c([N+](=O)[O-])c2)o1,i,0.7,i,16
CCCCn1c(N)c(N(CCOC)C(=O)C2CCCN(C(=O)c3ccc(Cl)cc3)C2)c(=O)[nH]c1=O (configuration not stated),i,0.7,i,40

# Later entries
canonical_smiles,Myeloid diff 2,Myeloid diff 2 GFP+ MAC1+ %,T cell modulator,T cell modulator vesicle-bound %
O=C(Nc1ccc(N2CCOCC2)cc1N1CCOCC1)c1ccc(F)cc1,i,0.3,i,26
COc1ccc(NS(=O)(=O)c2cccc(C(=O)N3CCCCCC3)c2)cc1,i,0.3,i,46
CC(c1ccccc1)N(C)CC(=O)NC(=O)NCCC1=CCCCC1 (configuration not stated),i,0.1,i,8
CC(OC(=O)C1CCCCC1)C(=O)Nc1ccc(S(N)(=O)=O)cc1 (configuration not stated),i,0.3,i,24
CN(c1ccccc1)S(=O)(=O)c1ccc(C(=O)NNC(=O)c2ccccc2F)cc1,i,0.5,i,37
Cc1ccnc(NC(=O)CNC(=O)c2sc3ccccc3c2Cl)c1,i,0.7,i,19
Cc1ccsc1C(=O)N(C)CC(=O)N(CC(C)C)c1c(N)n(CC(C)C)c(=O)[nH]c1=O,i,0.4,i,41
CCN(c1ccccc1)S(=O)(=O)c1ccc(C(=O)Nc2ccccc2OC)cc1,i,1.4,i,52
CC(=O)NS(=O)(=O)c1ccc(NC(=O)c2ccc3c(c2)NC(=O)CS3)cc1,i,1.1,i,45
O=C(CSc1nnc(-c2ccco2)o1)Nc1c(F)cccc1F,i,1.3,i,18
O=C(Nc1nnc(-c2ccc(F)cc2)o1)C1CCCN1S(=O)(=O)c1cccs1 (configuration not stated),i,0.7,i,47
COc1cc(C(=O)N2CCN(c3ccccc3O)CC2)ccc1OCC(=O)N1CCOCC1,i,0.7,i,40

# Continued:
canonical_smiles,Myeloid diff 2,Myeloid diff 2 GFP+ MAC1+ %,T cell modulator,T cell modulator vesicle-bound %
CC(C)(CNC(=O)CNC(=O)C1CCCCC1)N1CCOCC1,i,0.4,i,17
O=C(NCc1ccc(F)cc1)c1cccc2c1C(=O)c1ccc(N3CCOCC3)cc1S2(=O)=O,i,0.3,i,54
COc1ccccc1OCCNC(=O)C1CC(=O)N(c2ccc3c(c2)OCCO3)C1 (configuration not stated),i,0.9,i,46
O=C(O)c1cc(S(=O)(=O)Nc2ccc3cn[nH]c3c2)ccc1O,i,0.7,i,34
Cc1cc(C)c(C(=O)COC(=O)c2c(C)noc2C)cc1C,i,1.4,i,8
CCOc1ccccc1NC(=O)CSc1nc(=O)n(Cc2ccccn2)c2c1CCC2,i,1.2,i,55
Cc1ccccc1-c1cc(=O)c2ccccc2o1,i,0.7,i,49
O=C(C1CCC1)N1CCN(S(=O)(=O)c2cccc(F)c2)CC1,i,1.0,i,46
COc1ccc(/C=C2\Oc3ccccc3C2=O)cc1,i,4.7,i,10
CCCn1nc(C(=O)NNC(=O)c2ccc(OC(F)F)cc2)c2ccccc2c1=O,i,0.9,i,28
Cn1nc(C(=O)NNC(=O)CCOc2ccc(C(C)(C)C)cc2)c2ccccc2c1=O,i,0.9,i,4
O=C(COc1ccc2c(c1)CCC2)Nc1ccccn1,i,0.3,i,9

# Record cards, as listed above.
# `CCCCn1c(N)c(N(CCOC)C(=O)c2ccc(Cl)c(S(=O)(=O)N3CCCCC3)c2)c(=O)[nH]c1=O` is listed as Myeloid diff 2: i; Myeloid diff 2 GFP+ MAC1+ %: 0.6; T cell modulator: i; T cell modulator vesicle-bound %: 55
# `CCCCn1c(N)c(N(CCOC)C(=O)C2CCCN(C(=O)c3ccc(Cl)cc3)C2)c(=O)[nH]c1=O` (configuration not stated) is listed as Myeloid diff 2: i; Myeloid diff 2 GFP+ MAC1+ %: 0.7; T cell modulator: i; T cell modulator vesicle-bound %: 40

# These rows are one share of the data; the hit share may differ from the screen's.
